Screens deposited in PubChem by National Center for Advancing Translational Sciences (NCATS).
HP1b binding inh = HP1-beta chromodomain-methylated histone interaction inhibition; actives 0.56% (n = 390,000); Potency, µM (titrated, usually from 114 µM), for inactives: at the top dose activity change, negative = inhibition, hits mostly inhibitors; AlphaScreen HP1-beta / biotin-H3K9me3 peptide binding; P83916; also: potency is read from the fitted curve at half-maximal effect; nearly all actives have a fitted effect of over 70% in size; inactives centre near 23
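HP1-beta protein (50 nM final) preincubated 30 min at room temperature with biotinylated H3(1-18)K9me3 peptide (50 nM) in PBS pH 7.4, 0.01% Tween-20, then compound added for 30 min. AlphaScreen streptavidin donor/nickel chelate acceptor beads (10 ug/mL final), 30 min dark, luminescence read.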
ERG-DNA inh = inhibitors of human ERG Ets domain-DNA interaction; P11308; fluorescence polarization, His-ERG Ets domain / labelled DNA; Potency, µM (series often up to 76.9 µM), inactives show at the top dose FP activity, negative = inhibition, hits mostly inhibitors; actives 0.028% (n = 370,000); active = well fitted inhibition curve with a large enough effect in the polarisation, with a control signal flat; inconclusive = small, poorly fitted or top-dose-only effect, or effect the other way, or a change in a side signal; inactive = no such curve, though single readings can be large or run the other way; the % refers to the polarisation;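 also: polarization taken with two DNA probes labelled with fluorescein and Texas red; potency is read from the fitted curve at half-maximal effect; % of control where 0% means no effect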
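His-tagged ERG Ets domain (1 uM in the protein solution; 300mM KCl, 50mM Tris-HCl, 1mM EDTA, 1mM DTT, pH 7.5) received compound, then a probe mix of 5 nM fluorescein-DNA and 100nM Texas-615-DNA. Fluorescence polarization was read for both dyes.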
G9a block = blocks human histone lysine methyltransferase G9a; G9a H3K9 monomethylation, AlphaScreen, 2 h; AID 504332; Potency, µM (top dose mostly 102 µM), without a hit: top-dose activity, negative = inhibition, usual class: inhibitors; actives 8.8% (n = 350,000); also: potency is read from the fitted curve at half-maximal effect; % is scaled to controls: 0 for no effect and ±100 for the full control effect; nearly all actives have a fitted effect of over 75% in size
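Compounds were preincubated with 20 nM G9a for 15 min, after which biotinylated H3K9 peptide (500 nM) and SAM (20 uM) started a 2 h room-temperature reaction. Monomethylated product was quantified by antibody-based AlphaScreen chemiluminescence.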
BAZ2B inh = blocks human BAZ2B | actives 4.4% (n = 360,000) | Potency, µM (titrated, usually from 114 µM), for the others: at the highest dose activity change, negative = inhibition, most hits filed as inhibitors | AlphaScreen BAZ2B-H3K14Ac peptide displacement | AID 504333; also: potency is read from the fitted curve at half-maximal effect; % is scaled to controls: 0 for no effect and ±100 for the full control effect; nearly all actives have a fitted effect of over 60% in size
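Compounds, titrated to a top concentration of 110 uM, were incubated 30 min at room temperature with preformed BAZ2B/acetyl-K14 H3 peptide complex (50 nM each). Proximity signal was measured by AlphaScreen after 20 min with beads.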
GLS inh = blocks human kidney-isoform glutaminase activity | O94925 | GLS enzymatic activity, qHTS titration | Potency, µM (highest dose often 45.5 µM), for inactives: top-dose activity change, negative = inhibition, hits mostly inhibitors | actives 0.21% (n = 410,000); also: potency is read from the fitted curve at half-maximal effect; % is scaled to controls: 0 for no effect and ±100 for the full control effect
Target sequence (O94925 whole entry, looked up, canonical isoform): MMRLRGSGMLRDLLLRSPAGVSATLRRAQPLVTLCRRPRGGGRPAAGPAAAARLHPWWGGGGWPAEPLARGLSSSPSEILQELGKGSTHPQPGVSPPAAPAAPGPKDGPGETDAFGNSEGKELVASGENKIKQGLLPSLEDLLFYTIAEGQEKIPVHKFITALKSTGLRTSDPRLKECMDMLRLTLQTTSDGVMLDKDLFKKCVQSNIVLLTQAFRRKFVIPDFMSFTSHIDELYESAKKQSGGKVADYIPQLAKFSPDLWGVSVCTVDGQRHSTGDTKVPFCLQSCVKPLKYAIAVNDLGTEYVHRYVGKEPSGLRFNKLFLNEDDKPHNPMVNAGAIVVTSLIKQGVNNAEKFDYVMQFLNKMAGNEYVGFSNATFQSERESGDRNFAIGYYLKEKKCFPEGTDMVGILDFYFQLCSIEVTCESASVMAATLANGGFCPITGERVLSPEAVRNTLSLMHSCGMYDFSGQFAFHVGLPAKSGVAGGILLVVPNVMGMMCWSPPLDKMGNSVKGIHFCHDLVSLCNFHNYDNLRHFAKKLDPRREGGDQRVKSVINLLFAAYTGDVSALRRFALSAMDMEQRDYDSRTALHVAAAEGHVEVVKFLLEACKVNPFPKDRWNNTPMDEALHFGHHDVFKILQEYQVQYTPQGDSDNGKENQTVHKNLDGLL
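Compounds were pin-transferred onto hKGA, after which L-glutamine (1 mM solution) and a detection mix of glutamate oxidase, HRP and Amplex Red were added. Initial and 30 min RT fluorescence reads were collected.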
Pin1 inhibitor = human Pin1 inhibition. Pin1 FP peptide displacement, HiFluor488, 10 min. Potency, µM (doses to about 115 µM), inactives show at the highest dose activity, negative = inhibition, actives largely listed as inhibitors. actives 0.009% (n = 390,000). AID 504891; active = well fitted inhibition curve with a large enough effect in the polarisation, with a control signal flat, not every such curve was filed as active; inconclusive = small, poorly fitted or top-dose-only effect, or effect the other way, or a change in a side signal; inactive = no such curve, though single readings can be large or run the other way; the % refers to the polarisation; also: potency is read from the fitted curve at half-maximal effect; % is scaled to controls: 0 for no effect and ±100 for the full control effect
Tb PGK inh = T. brucei PGK inhibition | PGK/GAPDH coupled, Kinase-Glo luminescence, 60 min | Potency, µM (series often up to 57.5 µM), without a hit: top-dose activity change, negative = inhibition, most hits filed as inhibitors | actives 0.043% (n = 380,000) | AID 602233; also: potency is read from the fitted curve at half-maximal effect; % is scaled to controls: 0 for no effect and ±100 for the full control effect; nearly all actives have a fitted effect of over 60% in size
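Luminescent ATP detection (Kinase-Glo Plus) follows a 60-minute room-temperature incubation, with wells lacking PGK as controls. Buffer: 100 mM TEA (pH 7.6), 5 mM MgCl2, 0.01% Tween-20. Coupling enzyme GAPDH (100 nM final) supplies unstable 1,3-BPG in-well.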
JMJD2A Tudor = blocks the human JMJD2A Tudor domain; AlphaScreen JMJD2A-Tudor / H3K4me3 peptide binding; O75164; actives 4.4% (n = 390,000); Potency, µM (doses to about 114 µM), for inactives: top-dose activity change, negative = inhibition, usual class: inhibitors; AID 504339; also: potency is read from the fitted curve at half-maximal effect; % is scaled to controls: 0 for no effect and ±100 for the full control effect; nearly all actives have a fitted effect of over 50% in size
PI4K2A inh = PI4K2A (human) kinase inhibition; actives 0.13% (n = 420,000); Q9BTU6; AID 1346378; activity change, negative = inhibition, % at 76.9 µM; purified PI4K2A, ADP-Glo luminescence, 1 h; active compounds read low; in the data active = activity change below about -50%; inconclusive = mostly about -30% to -49%;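 also: -100% = wells without enzyme as full effect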
Target sequence (Q9BTU6 whole entry, looked up): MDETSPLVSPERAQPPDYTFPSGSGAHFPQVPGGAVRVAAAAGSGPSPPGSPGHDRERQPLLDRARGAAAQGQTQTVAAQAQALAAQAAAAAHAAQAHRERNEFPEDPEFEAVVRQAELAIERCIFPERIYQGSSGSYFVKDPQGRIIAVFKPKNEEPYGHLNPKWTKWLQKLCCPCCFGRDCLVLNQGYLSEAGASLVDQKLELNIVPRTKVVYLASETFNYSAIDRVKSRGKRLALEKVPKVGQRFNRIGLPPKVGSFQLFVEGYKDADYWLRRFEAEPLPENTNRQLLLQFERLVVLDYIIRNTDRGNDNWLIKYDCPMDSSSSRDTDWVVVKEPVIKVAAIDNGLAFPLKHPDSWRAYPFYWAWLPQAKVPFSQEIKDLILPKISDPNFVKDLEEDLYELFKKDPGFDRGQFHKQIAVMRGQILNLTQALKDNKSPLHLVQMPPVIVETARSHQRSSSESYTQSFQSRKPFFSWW
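In this quantitative HTS, ADP production by PI4K2A was quantified luminescently after 1 h at ambient temperature; 100 microM adenosine served as plate-quality control.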
Numbers without * were called inactive; i = inactive; u = inconclusive; x = no result given; & = joins results of further samples; [ ] = another dose, or the depositor's remark. Unless noted, calls follow the shape of the dose curve; as a rule, active = well fitted curve in the direction sought with a large enough effect; inconclusive = small, poorly fitted or top-dose-only effect, or another doubt; inactive = no such curve, though single readings can be large; an effect the other way counts as inactive or inconclusive.

SMILES	HP1b binding inh	ERG-DNA inh	G9a block	BAZ2B inh	GLS inh	Pin1 inhibitor	Tb PGK inh	JMJD2A Tudor	PI4K2A inh
CC(C)(C)NC(=O)c1oc2ccccc2c1NC(=O)c1ccccc1F	50.3%[activator]	-4.4%	-14.0%[59 µM]	19.9%[57.1 µM]	13.0%	u	-4.9%	0.0%	-4.1
COc1ccccc1NC(=O)COc1ccc(/C=N/NC(=O)CSCc2cc(C)cc(C)c2)cc1	21.1%	1.5%	13.5%	-4.6%	-8.1%	2.3%	i	-11.9%	0.8
CCOc1ccc(NC(=O)N(C(C)C)C2CCN(C(C)=O)CC2)cc1	12.4%	7.0%	-31.6%[59 µM]	1.8%	11.4%	0.3%	-0.9%	-10.7%	3.7
CCOc1ccccc1NS(=O)(=O)c1c(C(=O)OC)sc2cccc(F)c12	24.9%	-0.7%	15.2%[59 µM]	-15.6%	6.0%	-6.3%	2.8%	-13.0%	-1.3
CCC(CC)C(=O)Nc1nnc(SCC(=O)NC2CCCCC2)s1	9.9%	-6.5%	-2.1%[59 µM]	-3.6%	5.0%	-0.7%	-7.5%	-11.6%	-0.4
O=C(CSc1ccc(-c2cccc([N+](=O)[O-])c2)nn1)NC1CCCC1	12.4%	-0.9%	-4.6%	-7.4%	-2.1%	-3.6%	3.5%	-3.4%	-1.2
COC(=O)c1cc(S(=O)(=O)N2CCCC(C)C2)cn1C (stereo unspecified)	34.7%[activator]	-0.9%	5.1%	-0.4%	-0.5%	-1.8%	1.4%	-14.7%	2.9
C=CCc1cccc(/C=N/n2c(C)nnc2C)c1O	8.2%	0.5%	30.5%[0.501 µM]	-27.6%	20.9%	u	0.6%	u	7.1
O=C(CCC1CCCC1)Nc1ccon1	48.4%[activator]	-4.3%	-32.5%[12.7 µM]	6.2%	0.1%	-0.2%	-7.2%	5.6%	-1.8
CCCCn1c(CN2CCN(c3cccc(Cl)c3)CC2)nc2c1c(=O)n(C)c(=O)n2C	16.0%	4.6%	-35.4%[59 µM]	u	-4.6%	0.5%	-5.0%	-35.1%	0.3
COc1ccc(S(=O)(=O)N(CC(=O)N2CCN(C)CC2)c2ccc(C)cc2)cc1OC	16.4%	-6.4%	-4.9%	-2.6%	-0.8%	7.6%	x	-7.4%	8.2
COc1ccc(CNC(=O)c2cc(S(=O)(=O)N3CCCC3)cn2C)cc1	37.5%	-15.0%	12.5%	-1.6%	1.1%	1.6%	3.9%	-9.5%	2.5
CCn1c(CSc2nc3ccccc3s2)nnc1SCC(=O)c1ccc(O)cc1O	33.5%[activator]	x	u	5.7%	-7.9%	1.1%	i	u	-3.0
O=C(Cn1cnc2c(OCc3ccccc3)ncnc21)NCc1ccccn1	26.6%	-5.6%	x	x	2.9%	1.9%	1.5%	-3.4%	4.9
CC(C)(C)C(=O)CSc1nnc(-c2cccs2)n1CC1CCCO1 (stereo unspecified)	18.0%	1.0%	12.3%[12.7 µM]	14.2%	3.2%	1.8%	-1.6%	-19.6%	3.6
O=C(CNC(=O)c1ccc(Br)o1)NNC(=O)c1ccc(Cl)cc1	37.3%	x	32.1%[12.7 µM]	-10.8%	1.0%	5.6%	i	-0.7%	-5.1
CCOC(=O)c1ccc(NC(=O)CSc2nnc(C3CC3)n2C)cc1	53.1%	5.0%	-2.6%[59 µM]	32.4%[activator]	-6.1%	0.7%	-0.2%	4.1%	-3.5
C=CCN(c1ccccc1C(=O)NCC(=O)OCC)S(=O)(=O)c1ccc(C)cc1	18.1%	0.6%	9.6%	-0.1%	-10.3%	2.9%	-0.8%	0.7%	-0.5
CC(C)c1cc(C(=O)NNC(=S)NCc2ccco2)c(O)c(C(C)C)c1	-30.9%	-3.6%	u	-32.7%	-1.8%	-2.2%	-12.1%	-35.6%	-0.7
O=C(CN(Cc1ccc(F)cc1)C(=O)CNS(=O)(=O)c1ccccc1)NCC1CCCO1 (stereo unspecified)	54.4%[activator]	7.1%	u	1.1%	0.1%	0.2%	4.5%	-5.6%	-1.6
CC(=O)Nc1ccc(N(C(=O)CNC(=O)c2ccco2)C(C(=O)NCc2ccco2)c2ccccc2F)cc1 (stereo unspecified)	11.4%	-5.3%	x	u	4.1%	9.9%	-4.1%	-8.8%	-7.4
Cc1cccc(C)c1NC(=O)CCCn1nc(C)c2c(C)n(-c3ccccc3)nc2c1=O	64.2%[activator]	7.8%	12.2%	u	0.7%	11.1%	0.2%	-26.0%	-1.2
Cc1cc(C)cc(NC(=O)C(OC(=O)c2cc[n+]([O-])cc2)c2ccccc2)c1 (stereo unspecified)	24.3%	-3.6%	26.5%[12.7 µM]	6.9%	-0.7%	-4.7%	9.2%	-3.9%	-6.0
CC1CCN(S(=O)(=O)c2ccc(-c3nnc(SCc4cccnc4)o3)cc2)CC1	20.0%	10.6%	10.6%[59 µM]	3.4%	0.9%	-0.8%	-5.8%	-16.4%	-2.8
CCCNC(=O)CN1C(=O)c2cccnc2Sc2ccccc21	u	1.5%	-6.2%[59 µM]	-1.4%	-0.1%	2.9%	-0.6%	-21.0%	-2.2
O=C(Cc1ccccn1)c1ccc(Cl)cc1	67.5%[activator]	3.9%	-6.4%[2.33 µM]	-6.6%	-1.4%	-2.9%	-13.6%	11.2%	-3.4
Cc1ccccc1NC(=O)c1cc(S(=O)(=O)N2CCOCC2)cs1	32.0%	-1.2%	-8.9%[59 µM]	2.4%	-4.0%	1.1%	5.5%	-7.5%	1.7
COc1ccc(-c2ccc(NS(=O)(=O)c3cccc(Cl)c3)cc2)nn1	30.0%[57 µM]	-3.4%	-7.4%[59 µM]	-3.6%	-0.7%	-5.0%	i	-16.9%	1.9
COc1ccc(Cn2c(=O)oc3ccc(C)cc32)cc1	85.5%[activator]	-7.2%	46.1%[59 µM]	14.9%	-2.9%	-4.7%	-10.2%	32.9%	-4.0
CCn1c(=N)c(C(=O)NC2CCCCC2)cc2c(=O)n3cc(C)ccc3nc21	32.2%[activator]	-1.0%	-40.9%[59 µM]	2.2%	2.9%	u	7.1%	-4.8%	-1.1
Cc1cccc(NC(=O)c2sc3ncnc(N(C)C4CCCCC4)c3c2C)c1C	39.3%	6.7%	2.7%[59 µM]	-1.2%	0.4%	25.2%	i	-18.3%	1.1
CCN(CC)C(=O)N1c2ccccc2Sc2ccccc21	82.2%[activator]	-7.2%	18.2%[0.501 µM]	0.5%	2.6%	-0.1%	-2.6%	18.0%	-1.7
Cc1ccccc1C(=O)NC(=S)NCCc1ccccc1	58.6%[activator]	-0.9%	u	-0.2%	5.6%	-2.9%	2.3%	12.2%	-0.1
CC(C)(C)OC(=O)N1CCC(c2c(C(=O)NCc3ccco3)cnn2-c2ccccc2Cl)CC1	19.8%	-10.3%	u	-0.8%[57.1 µM]	-3.4%	9.1%	0.3%	-26.5%	0.1
COc1ccc(/C=N/Nc2cc(C)nc3c(C)cccc23)cc1	15.3%	0.9%	-9.4%	u	-3.4%	-0.3%	-1.6%	u	0.7
Cn1cccc1C(=O)OCC(=O)c1cc2ccccc2o1	-7.7%	-2.1%	44.7µM*	-21.9%	-4.5%	16.3%	-4.3%	u	-5.3
CCc1ccccc1NC(=S)Nc1cc(OC)c(NC(=O)C(C)C)cc1OC	-11.2%	1.2%	u	-38.2%	u	-0.4%	-17.0%	-21.0%	-10.3
Cc1ccc(N2C(=O)CCC(C(=O)O)C2c2cccs2)cc1 (stereo unspecified)	11.6%	-2.8%	-26.5%	-20.5%	4.0%	-1.7%	1.7%	-3.1%	2.9
CCN(CC)C(=O)Cn1cc(S(=O)(=O)CC(=O)Nc2cc(OC)ccc2OC)c2ccccc21	23.7%	-6.8%	-5.5%	-19.3%	3.8%	1.2%	-0.1%	-7.6%	1.4
COc1ccccc1CSc1nc2ccccc2[nH]1	37.0%[activator]	x	13.9%[59 µM]	-3.1%	0.9%	-1.8%	-2.9%	-6.1%	-0.9

Laid out differently: entries from further up
SMILES,HP1b binding inh,ERG-DNA inh,G9a block,BAZ2B inh,GLS inh,Pin1 inhibitor,Tb PGK inh,JMJD2A Tudor,PI4K2A inh
CC(C)(C)NC(=O)c1oc2ccccc2c1NC(=O)c1ccccc1F,50.3%[activator],-4.4%,-14.0%[59 µM],19.9%[57.1 µM],13.0%,u,-4.9%,0.0%,-4.1
Cc1ccccc1C(=O)NC(=S)NCCc1ccccc1,58.6%[activator],-0.9%,u,-0.2%,5.6%,-2.9%,2.3%,12.2%,-0.1

(next part)
SMILES	HP1b binding inh	ERG-DNA inh	G9a block	BAZ2B inh	GLS inh	Pin1 inhibitor	Tb PGK inh	JMJD2A Tudor	PI4K2A inh
CCc1ccc2oc(C(=O)NCc3ccc(S(N)(=O)=O)cc3)c(C)c2c1	-19.6%	-2.1%	10.9%	-3.3%	3.6%	5.2%	-0.7%	-25.4%	-2.4
O=S(=O)(c1cc(F)ccc1F)N1CCN(c2ncccn2)CC1	53.6%[activator]	-5.9%	x	2.3%	10.6%	4.9%	1.8%	-6.9%	-2.3
CC(C)Oc1ccc(C(=O)N(Cc2ccco2)C2CCS(=O)(=O)C2)cc1 (stereo unspecified)	12.7%	2.0%	0.8%[59 µM]	0.2%	1.3%	-3.4%	x	-26.4%	-2.6
COC(=O)c1c(NC(=O)c2ccccc2C(=O)O)sc2c1CCCC2	22.9%	0.4%	5.2%[59 µM]	1.1%	21.3%&2.9%	-0.3%	2.7%	-26.5%	-3.9&-3.3
CCOc1cc(C(=O)Nc2nnc3n2CCS3)cc(OCC)c1OCC	12.6%[57 µM]	0.1%	35.3%[59 µM]	13.3%	-16.1%	-1.8%	i	-10.6%	9.4
